TROY NFkB inh: TROY signaling inhibition; actives 0.98% (n = 360,000); Q293 LMP1-TROYcd NF-kB luciferase reporter, 4 h; inhibition, % at 10 µM;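 active = compounds whose plate-normalised and pattern-corrected inhibition of the luciferase reporter signal at the single screening dose is 50% or more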
NCOA1 inh: inhibits human SRC1 coactivator; Q15788; HEK293 GAL4-SRC1 luciferase reporter, luminescence; inhibition, % at 3.6 µM; actives 0.12% (n = 360,000);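 active = inhibition above the campaign mean plus 3 SD, with each screening campaign given its own cutoff, cut at about 60% in these data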;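 also: 0% = DMSO treated cells and 100% = gossypol at 36 µM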
TWEAK Fn14 block: inhibitors of TWEAK-Fn14 interaction signaling | TWEAK-stimulated Fn14 reporter cells, luciferase luminescence, 8 h | inhibition, % at 10 µM | actives 2% (n = 360,000); in the data active = inhibition above about 50%
ABHD5-PLIN5 inh: blocks binding of human ABHD5 to perilipin-5; Q00G26+Q8WTS1; Split G. princeps luciferase complementation, luminescence, 4 h; inhibition, % at 4 µM; actives 0.78% (n = 360,000);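 active = inhibition above the mean inhibition across every tested compound plus 3 SD, cut at about 22% in these data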;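 also: 0% = DMSO only wells and the 100% control is not disclosed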
SRC2 inh: inhibits human steroid receptor coactivator 2; Q15596; inhibition, % at 9 µM; AID 651957; actives 0.17% (n = 370,000); HEK293 GAL4-SRC2 luciferase reporter, luminescence;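 active = inhibition above the mean inhibition of all tested compounds plus 3 SD, set per campaign, cut at about 52% in these data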;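 also: 0% = DMSO treated cells and 100% = cells given Gossypol at 36 µM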
LRH-1 inv ag: NR5A2 inverse agonism in reporter assay | HEK293T StAR-luciferase reporter, LRH-1 transfected, 24 h | inhibition, % at 3.6 µM | O00482 | actives 0.13% (n = 360,000);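 active = inhibition above the mean inhibition of all tested compounds plus 3 SD, cut at about 73% in these data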;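 also: 0% = DMSO wells and 100% = reporter-only cells lacking LRH-1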
NCOA3 inh: inhibits human SRC3 coactivator; Q9Y6Q9; HEK293 GAL4-SRC3 luciferase reporter, luminescence; inhibition, % at 3.6 µM; actives 0.17% (n = 360,000); AID 588352;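 active = inhibition above a per-campaign cutoff, the mean of all compounds plus 3 SD, cut at about 60% in these data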;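 also: 0% = DMSO-treated cells and 100% = gossypol-treated cells at 36 µM; higher means less SRC3-driven luciferase light from the GAL4 reporter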
Exocytosis inh: lytic granule exocytosis inhibition; TALL-104 LAMP-1 surface exposure, flow cytometry; cells stimulated with thapsigargin and PMA; inhibition, % at 10 µM; actives 0.66% (n = 360,000); AID 651702;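 active = inhibition above about 55%, limit read from the data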
NOD2-RIPK2 inh: inhibitors of human NOD2-RIPK2 interaction; O43353; CHO BLA complementation NOD2-RIPK2, CCF4 ratio; inhibition, % at 4.98 µM; actives 0.38% (n = 360,000); in the data active = inhibition above about 21%;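 also: 0% = vehicle only and 100% = reference blocker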
TLR9-MyD88 block: inhibitors of human TLR9-MyD88 binding | CHO BLA complementation TLR9-MyD88, CCF4 FRET ratio | actives 0.21% (n = 340,000) | AID 504734 | Q9NR96+Q99836 | inhibition, % at 4.98 µM;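 active = inhibition above the mean over all tested compounds plus 3 SD, cut at about 21% in these data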;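 also: 0% = DMSO only wells and 100% = clavulanate BLA inhibitor control wells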
NR2F2 inh: blocks human COUP-TFII nuclear receptor; P24468; HEK293T NGFI-A luciferase reporter, luminescence; inhibition, % at 8.6 µM; actives 0.7% (n = 370,000); AID 686940;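 active = inhibition above a per-plate cutoff, mean inhibition of test wells between control levels plus 3 SD, cut at about 38% in these data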;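 also: cells cotransfected with COUP-TFII expression vector driving the NGFI-A reporter; 0% = median of COUP-TF2 test wells and 100% = reporter-only cells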
* hit, by the source's call. These rows are one share of the data; the hit share may differ from the screen's.

`CCCCCC1CCC(c2nnc(SCC(C)=O)o2)CC1` (stereo not given) gave TROY NFkB inh -4, NCOA1 inh -3, TWEAK Fn14 block -13, ABHD5-PLIN5 inh 0, SRC2 inh -8, LRH-1 inv ag 1, NCOA3 inh 0, Exocytosis inh 0, NOD2-RIPK2 inh -15, TLR9-MyD88 block 6 and NR2F2 inh 16.
`COc1ccc(S(=O)(=O)Nc2ccccc2C(=O)NCc2cccnc2)cc1OC` gave TROY NFkB inh 6, NCOA1 inh -3, TWEAK Fn14 block 0, ABHD5-PLIN5 inh 6, SRC2 inh -3, LRH-1 inv ag -5, NCOA3 inh 2, Exocytosis inh 6, NOD2-RIPK2 inh -1, TLR9-MyD88 block 4 and NR2F2 inh -21.
For COc1ccc(CCNC(=O)c2cc(-c3cc(C)c(C)cc3O)n[nH]2)cc1OC the results were TROY NFkB inh -69, NCOA1 inh 10, TWEAK Fn14 block 10, ABHD5-PLIN5 inh 0, SRC2 inh -29, LRH-1 inv ag 10, NCOA3 inh 7, Exocytosis inh 3, NOD2-RIPK2 inh -2, TLR9-MyD88 block 11 and NR2F2 inh 15.
`CC(C)(C)c1ccc(OCC(=O)NCc2ccco2)c(Br)c1` gave TROY NFkB inh 46, NCOA1 inh -27, TWEAK Fn14 block -3, ABHD5-PLIN5 inh 5, SRC2 inh -8, LRH-1 inv ag -3, NCOA3 inh -3, Exocytosis inh -1, NOD2-RIPK2 inh 13, TLR9-MyD88 block 9 and NR2F2 inh -20.
`CCCn1nnc(NC(=O)COc2cc(C)ccc2C(C)C)n1` gave TROY NFkB inh -5, NCOA1 inh -2, TWEAK Fn14 block -2, ABHD5-PLIN5 inh 10, SRC2 inh 0, LRH-1 inv ag -23, NCOA3 inh 3, Exocytosis inh -1, NOD2-RIPK2 inh -13, TLR9-MyD88 block -6 and NR2F2 inh 0.
`CC(C(=O)N1CCc2ccccc21)N1CCN(S(=O)(=O)c2cccs2)CC1` (stereo not given) gave TROY NFkB inh 13, NCOA1 inh -10, TWEAK Fn14 block -11, ABHD5-PLIN5 inh 3, SRC2 inh -17, LRH-1 inv ag 9, NCOA3 inh -6, Exocytosis inh -3, NOD2-RIPK2 inh -6, TLR9-MyD88 block -7 and NR2F2 inh -18.
OC1CCN(c2c3c(nc4cc(-c5cccc(F)c5)nn24)CCCC3)CC1 was read as TROY NFkB inh 15, NCOA1 inh -54, TWEAK Fn14 block 27, ABHD5-PLIN5 inh -1, SRC2 inh -32, LRH-1 inv ag -160, NCOA3 inh -5, Exocytosis inh -1, NOD2-RIPK2 inh 12, TLR9-MyD88 block -1 and NR2F2 inh -29.
`CN1CCN(CC(O)COCc2ccc3c(c2)OCO3)CC1` (stereo not given) gave TROY NFkB inh -11, NCOA1 inh 6, TWEAK Fn14 block 5, ABHD5-PLIN5 inh 7, SRC2 inh -11, LRH-1 inv ag -15, NCOA3 inh 12, Exocytosis inh 10, NOD2-RIPK2 inh 3, TLR9-MyD88 block -9 and NR2F2 inh -26.
For CCOC(=O)c1cnc(SCC(=O)N2CCc3ccccc32)nc1N the results were TROY NFkB inh -17, NCOA1 inh 6, TWEAK Fn14 block -14, ABHD5-PLIN5 inh -2, SRC2 inh -28, LRH-1 inv ag -4, NCOA3 inh -11, Exocytosis inh -4, NOD2-RIPK2 inh 4, TLR9-MyD88 block 1 and NR2F2 inh -9.
COc1cc2c(cc1OC)CN(C(=O)c1ccc(OC)c(S(=O)(=O)N3CCCC3)c1)CC2 was read as TROY NFkB inh 7, NCOA1 inh -12, TWEAK Fn14 block -11, ABHD5-PLIN5 inh -4, SRC2 inh -14, LRH-1 inv ag -8, NCOA3 inh 20, Exocytosis inh -3, NOD2-RIPK2 inh -15, TLR9-MyD88 block 2 and NR2F2 inh -34.
`COc1cc2c(cc1OC)C(c1cc3cc4c(cc3[nH]c1=O)OCO4)N(C(=O)C1CC1)CC2` (stereo not given) gave TROY NFkB inh -9, NCOA1 inh 9, TWEAK Fn14 block -23, ABHD5-PLIN5 inh -5, SRC2 inh -19, LRH-1 inv ag -5, NCOA3 inh -10, Exocytosis inh 3, NOD2-RIPK2 inh 1, TLR9-MyD88 block -2 and NR2F2 inh -22.
Cc1ccc(C(=O)N/C(=C/C=C/c2ccccc2)C(=O)NCc2ccco2)cc1 was read as TROY NFkB inh -33, NCOA1 inh -3, TWEAK Fn14 block -8, ABHD5-PLIN5 inh 8, SRC2 inh 1, LRH-1 inv ag 7, NCOA3 inh 9, Exocytosis inh 2, NOD2-RIPK2 inh 2, TLR9-MyD88 block 4 and NR2F2 inh -19.
`Cc1cc(Cl)ccc1Oc1nc(-c2ccccc2)ncc1S(C)(=O)=O` gave TROY NFkB inh 4, NCOA1 inh 4, TWEAK Fn14 block -10, ABHD5-PLIN5 inh -1, SRC2 inh -21, LRH-1 inv ag 6, NCOA3 inh 3, Exocytosis inh 4, NOD2-RIPK2 inh 2, TLR9-MyD88 block -2 and NR2F2 inh -14.
Screening COC(=O)C(Cc1ccc(O)cc1)N1Cc2ccccc2C1=O (stereo not given) returned TROY NFkB inh -49, NCOA1 inh -54, TWEAK Fn14 block -12, ABHD5-PLIN5 inh 5, SRC2 inh -85, LRH-1 inv ag -63, NCOA3 inh -76, Exocytosis inh 4, NOD2-RIPK2 inh 6, TLR9-MyD88 block 0 and NR2F2 inh -23.
Screening Brc1ccccc1-c1nnc(-c2cccnc2)o1 returned TROY NFkB inh -86, NCOA1 inh -51, TWEAK Fn14 block -22, ABHD5-PLIN5 inh -2, SRC2 inh -55, LRH-1 inv ag -38, NCOA3 inh -58, Exocytosis inh -4, NOD2-RIPK2 inh -3, TLR9-MyD88 block -8 and NR2F2 inh -29.
Screening O=C(NCCc1ccc(Cl)cc1)c1cc2ccccn2n1 returned TROY NFkB inh -32, NCOA1 inh -18, TWEAK Fn14 block -9, ABHD5-PLIN5 inh 0, SRC2 inh -18, LRH-1 inv ag -13, NCOA3 inh 1, Exocytosis inh 0, NOD2-RIPK2 inh -7, TLR9-MyD88 block -7 and NR2F2 inh -21.
Cc1ccc(/C=C/C(=O)Nc2ccc(S(=O)(=O)Nc3ncccn3)cc2)cc1 was read as TROY NFkB inh -1, NCOA1 inh 3, TWEAK Fn14 block 0, ABHD5-PLIN5 inh 4, SRC2 inh -12, LRH-1 inv ag -22, NCOA3 inh -16, Exocytosis inh 0, NOD2-RIPK2 inh -10, TLR9-MyD88 block 6 and NR2F2 inh 6.
For Cc1cc(Cl)cc(Cl)c1OCCN1CCCC1 the results were TROY NFkB inh 8, NCOA1 inh 9, TWEAK Fn14 block 12, ABHD5-PLIN5 inh 5, SRC2 inh -5, LRH-1 inv ag 7, NCOA3 inh 13, Exocytosis inh -3, NOD2-RIPK2 inh -2, TLR9-MyD88 block 1 and NR2F2 inh 7.
COc1ccc(/C=C2\SC(=S)N(CC(=O)OCC(=O)Nc3ccc([N+](=O)[O-])cc3OC)C2=O)cc1 was read as TROY NFkB inh -26, NCOA1 inh 8, TWEAK Fn14 block -8, ABHD5-PLIN5 inh -1, SRC2 inh 9, LRH-1 inv ag 0, NCOA3 inh 6, Exocytosis inh -1, NOD2-RIPK2 inh -13, TLR9-MyD88 block 8 and NR2F2 inh 15.
Cc1ccc(C(=O)O)cc1S(=O)(=O)N1CCOCC1 was read as TROY NFkB inh -3, NCOA1 inh -11, TWEAK Fn14 block -22, ABHD5-PLIN5 inh 4, SRC2 inh -14, LRH-1 inv ag 29, NCOA3 inh 4, Exocytosis inh 0, NOD2-RIPK2 inh 13, TLR9-MyD88 block 0 and NR2F2 inh 12.
For C=CCO/N=C(\C)c1c(O)c(C)c(-c2ccccc2)n(-c2ccccc2)c1=O the results were TROY NFkB inh -1, NCOA1 inh 8, TWEAK Fn14 block -5, ABHD5-PLIN5 inh 4, SRC2 inh -10, LRH-1 inv ag 7, NCOA3 inh 1, Exocytosis inh -3, NOD2-RIPK2 inh -9, TLR9-MyD88 block -1 and NR2F2 inh 1.
For Cc1cccc(-c2nn(-c3ccccc3)cc2C(=O)Nc2cccc(S(=O)(=O)NC3=NCCC3)c2)c1 the results were TROY NFkB inh 8, NCOA1 inh -20, TWEAK Fn14 block -18, ABHD5-PLIN5 inh -4, SRC2 inh -1, LRH-1 inv ag -2, NCOA3 inh -1, Exocytosis inh -1, NOD2-RIPK2 inh 10, TLR9-MyD88 block -2 and NR2F2 inh -9.
`Cc1nc2nc(C)c(CCC(=O)N3CCc4ccccc43)c(C)n2n1` gave TROY NFkB inh -15, NCOA1 inh 12, TWEAK Fn14 block 13, ABHD5-PLIN5 inh 17, SRC2 inh 8, LRH-1 inv ag -5, NCOA3 inh 9, Exocytosis inh -1, NOD2-RIPK2 inh -17, TLR9-MyD88 block -3 and NR2F2 inh 3.
For CCn1c(=O)cc(N2CCOCC2)[nH]c1=O the results were TROY NFkB inh -5, NCOA1 inh -17, TWEAK Fn14 block -18, ABHD5-PLIN5 inh -1, SRC2 inh -18, LRH-1 inv ag 2, NCOA3 inh -9, Exocytosis inh 0, NOD2-RIPK2 inh 1, TLR9-MyD88 block 4 and NR2F2 inh 6.
`O=S(=O)(c1cccc(-c2nnc3n2CCCCC3)c1)N1CCOCC1` gave TROY NFkB inh -2, NCOA1 inh 7, TWEAK Fn14 block -18, ABHD5-PLIN5 inh -9, SRC2 inh -3, LRH-1 inv ag 9, NCOA3 inh 10, Exocytosis inh 3, NOD2-RIPK2 inh -2, TLR9-MyD88 block 5 and NR2F2 inh 0.
For Cc1ccc([C@H]2N[C@]3(CCCN(Cc4ccc(C(F)(F)F)cc4)C3=O)[C@H]3C(=O)N(Cc4ccccc4)C(=O)[C@@H]23)cc1 the results were TROY NFkB inh 1, NCOA1 inh -5, TWEAK Fn14 block 11, ABHD5-PLIN5 inh -17, SRC2 inh 15, LRH-1 inv ag 13, NCOA3 inh 4, Exocytosis inh 0, NOD2-RIPK2 inh 12, TLR9-MyD88 block -3 and NR2F2 inh 14.

Molecules listed so far containing a Cl atom (3):
`Cc1cc(Cl)ccc1Oc1nc(-c2ccccc2)ncc1S(C)(=O)=O` gave TROY NFkB inh 4, NCOA1 inh 4, TWEAK Fn14 block -10, ABHD5-PLIN5 inh -1, SRC2 inh -21, LRH-1 inv ag 6, NCOA3 inh 3, Exocytosis inh 4, NOD2-RIPK2 inh 2, TLR9-MyD88 block -2 and NR2F2 inh -14.
Screening O=C(NCCc1ccc(Cl)cc1)c1cc2ccccn2n1 returned TROY NFkB inh -32, NCOA1 inh -18, TWEAK Fn14 block -9, ABHD5-PLIN5 inh 0, SRC2 inh -18, LRH-1 inv ag -13, NCOA3 inh 1, Exocytosis inh 0, NOD2-RIPK2 inh -7, TLR9-MyD88 block -7 and NR2F2 inh -21.
For Cc1cc(Cl)cc(Cl)c1OCCN1CCCC1 the results were TROY NFkB inh 8, NCOA1 inh 9, TWEAK Fn14 block 12, ABHD5-PLIN5 inh 5, SRC2 inh -5, LRH-1 inv ag 7, NCOA3 inh 13, Exocytosis inh -3, NOD2-RIPK2 inh -2, TLR9-MyD88 block 1 and NR2F2 inh 7.
